# Compound activity deposited in PubChem by Broad Institute.
# RAD52 anneal inh: blocks human RAD52 DNA annealing; AID 651710; P43351; inhibition, % at 18.7 µM; 360,000 tested, 0.46% active; recombinant RAD52 DNA annealing, FRET fluorescence;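 active means every replicate showing at least 50% inhibition; inconclusive means mean inhibition at least 50% but not in every replicate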
# Target sequence (P43351 whole entry, looked up): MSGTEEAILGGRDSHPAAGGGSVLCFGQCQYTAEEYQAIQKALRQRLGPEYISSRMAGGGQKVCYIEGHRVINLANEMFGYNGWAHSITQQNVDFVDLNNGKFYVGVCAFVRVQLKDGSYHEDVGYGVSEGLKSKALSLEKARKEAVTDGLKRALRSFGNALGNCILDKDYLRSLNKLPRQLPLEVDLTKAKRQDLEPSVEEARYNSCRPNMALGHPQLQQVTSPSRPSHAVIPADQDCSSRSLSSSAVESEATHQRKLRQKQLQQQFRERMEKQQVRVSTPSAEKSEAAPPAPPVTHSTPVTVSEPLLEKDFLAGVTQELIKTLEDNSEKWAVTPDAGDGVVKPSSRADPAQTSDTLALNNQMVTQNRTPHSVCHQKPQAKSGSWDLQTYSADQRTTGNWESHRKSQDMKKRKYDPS
# RAD54 branch: RAD54 (human) branch migration inhibition; Q92698; RAD54 Holliday junction branch migration, FAM/BHQ fluorescence; 360,000 tested, 0.14% active; inhibition, % at 10.4 µM; AID 602329;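 active means mean normalized replicate activity at least 40 and at least half of replicates scoring 40 or more; inconclusive means only one of the two criteria met; inactive means mean below 40 and under half of replicates reaching 40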;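 further: 0% = median of neutral control wells and 100% = median of positive control wells; inhibitors cause a drop in the FAM fluorescence signal; in these data hits start at about 50%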
# ERAP1 inh: blocks human ERAP1 aminopeptidase activity; Q9NZ08; recombinant ERAP1, Leu-AMC fluorescence, 60 min; inhibition, % at 10.7 µM; 340,000 tested, 0.15% active; AID 652197;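 active means mean replicate inhibition of at least 30%, or all replicates individually reaching that 30% level; inactive means mean below 30% and not every replicate reaching it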;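 further: 0% = neutral control wells and 100% = L-leucinethiol positive control wells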
# Cneo AK release: causes C. neoformans cell lysis. adenylate kinase release luminescence, 4 h; normalised: neutral wells 0, clomiphene wells 100. lysis activity, % at 15 µM. 360,000 tested, 0.2% active. AID 651654;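 active means mean lysis activity across replicates of at least 80%, whatever share of replicates individually reach that level; inactive means mean lysis activity below 80%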
#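 Assay system: log-phase C. neoformans yeast / Quantity: yeast cell density of 5 × 10^6 cells/mL / Medium: fresh YPD growth medium / Compound: single dose / Timing: static 4 h at 37 °C with compound, 1 h detection / Measured by: adenylate kinase release luminescence / Read-out: lysis from increased AK signal / Benchmarks: Clomiphene as positive lysis control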
# miR122 inh: inhibitors of miR-122 in Huh7 cells. Huh7 miR-122 Renilla luciferase sensor, 48 h; neutral wells = 0, positive control = 100. activation (reporter increase), % at 12.5 µM. 340,000 tested, 0.3% active. AID 602342;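 active means mean replicate activation score at least 90 and every replicate individually at or above 90; inconclusive means only one of the two criteria met; inactive means neither criterion met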;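 further: higher luciferase means less miR-122 activity so hits act as miR-122 inhibitors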
# PglD inh: PglD (C. jejuni) enzyme inhibition; purified PglD enzyme, DTNB colorimetric CoA detection; inhibition, % at 12.5 µM; 360,000 tested, 0.098% active; AID 602405; in the data active means inhibition above about 16%, passing the limit was not always enough; inconclusive means no clear call, values can overlap the other calls; further: strong numbers were not always called active
# E-selectin induc: E-selectin induction on HUVECs | P16581 | HUVEC E-selectin immunofluorescence imaging; normalized: neutral wells 0, TNF-alpha wells 100 | activation, % at 7.58 µM | 260,000 tested, 0.37% active | AID 686992;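 active means mean E-selectin-positive cell signal at least 10% of the positive control, reached in at least 60% of replicates, without over 20% cell loss; inconclusive means no rule given, readout overlaps actives, possibly toxicity-flagged; inactive means the rest, including those meeting only one limit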;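 further: in these data hits start at about 27%; measured in HUVEC primary endothelial cells; signal is the percent of cells scored E-selectin positive by PE staining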
# Target sequence (P16581 whole entry, looked up): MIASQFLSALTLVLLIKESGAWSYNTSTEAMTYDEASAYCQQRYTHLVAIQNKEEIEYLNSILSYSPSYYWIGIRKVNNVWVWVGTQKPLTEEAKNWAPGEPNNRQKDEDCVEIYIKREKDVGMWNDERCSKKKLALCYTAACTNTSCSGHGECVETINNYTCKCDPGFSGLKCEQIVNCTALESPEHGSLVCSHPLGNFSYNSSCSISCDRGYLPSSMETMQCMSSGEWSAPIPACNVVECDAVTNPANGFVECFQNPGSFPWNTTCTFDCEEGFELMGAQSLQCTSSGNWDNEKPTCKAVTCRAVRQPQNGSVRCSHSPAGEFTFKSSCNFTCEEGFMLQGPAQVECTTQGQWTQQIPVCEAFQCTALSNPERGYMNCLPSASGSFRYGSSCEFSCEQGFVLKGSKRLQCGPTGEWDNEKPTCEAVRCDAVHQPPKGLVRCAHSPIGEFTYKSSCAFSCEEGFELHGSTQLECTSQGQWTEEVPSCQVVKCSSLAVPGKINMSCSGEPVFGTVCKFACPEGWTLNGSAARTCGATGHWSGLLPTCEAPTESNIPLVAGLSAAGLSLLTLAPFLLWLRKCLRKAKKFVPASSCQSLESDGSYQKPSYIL
#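 assay system = HUVEC, human umbilical vein endothelial cells | input = 3,000 HUVEC seeded per well | medium = EGM-2 growth medium on 0.1% gelatin-coated wells | dosing = one compound dose added by pin transfer | signal = immunofluorescence imaging | read-out basis = % PE-positive cells | control set = TNF-alpha, DMSO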
# PGC1a acetyl inh: modulators of PGC1a acetylation; U2OS PGC1a acetylation, AlphaScreen anti-acetyl-lysine; with virally co-expressed GCN5 acetyltransferase; inhibition, % at 15.6 µM; 350,000 tested, 0.17% active; AID 651687;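 active means every replicate shows inhibition of at least 40%; inconclusive means mean inhibition at least 40% but some replicate below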;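 further: 0% = neutral control wells and 100% = positive control wells; some results beyond the cut were filed as inactive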
# An asterisk follows results filed as active; ? = inconclusive; nt = not tested or not shown; [ ] = another dose, or the depositor's remark.
# Start of the listing, in advance:
# Each structure is followed by: RAD52 anneal inh	RAD54 branch	ERAP1 inh	Cneo AK release	miR122 inh	PglD inh	E-selectin induc	PGC1a acetyl inh
C[C@H](NC(=O)C[C@H]1C=C[C@H](NC(=O)CN2CCOCC2)[C@@H](CO)O1)c1ccccc1
 : -11	7	4	10	nt	0	-0.4	nt
CCNC(=O)C[C@H]1CC[C@@H](NC(=O)NC2CCCCC2)[C@H](CO)O1
 : 7	-3	3	97*	nt	-5	-0.5	2

# Main list (from the top)
# Each structure is followed by: RAD52 anneal inh	RAD54 branch	ERAP1 inh	Cneo AK release	miR122 inh	PglD inh	E-selectin induc	PGC1a acetyl inh
C[C@H](NC(=O)C[C@H]1C=C[C@H](NC(=O)CN2CCOCC2)[C@@H](CO)O1)c1ccccc1
 : -11	7	4	10	nt	0	-0.4	nt
CCNC(=O)C[C@H]1CC[C@@H](NC(=O)NC2CCCCC2)[C@H](CO)O1
 : 7	-3	3	97*	nt	-5	-0.5	2
O=C(CSc1nc(-c2ccccc2)nc2ccccc12)Nc1cccc(C(=O)O)c1
 : -18	-13	0	2	0	0	nt	-8
CCOc1ccccc1N1CCN(C(=O)CN2C(=O)NC3(CCCC3)C2=O)CC1
 : -12	-4	-2	0	-8	-4	0.0	-11
Cc1cccc(C(=O)N2CCCC(Nc3ccc(F)c(F)c3)C2)n1 (stereo not drawn)
 : -13	-2	2	1	-3	-1	0.4	10
COc1cccc(C(=O)Nc2cc(C)c3c(=O)oc4ccccc4c3n2)c1
 : -28	5	-4	1	-3	0	?	-2
CCCCSCc1nc2nc(Cl)c(Cl)nc2[nH]1
 : -19	-1	0	3	nt	1	4.4	nt
CC1(c2ccccc2Cl)NC(=O)N(CC(=O)N2CCc3ccccc32)C1=O (stereo not drawn)
 : -8	-5	3	-1	-6	-4	0.7	1
CO[C@@H]1CN(C)C(=O)c2ccc(NS(=O)(=O)c3cccc(F)c3)cc2OC[C@H](C)N(C(=O)Cc2cccnc2)C[C@H]1C
 : -5	nt	-1	nt	nt	nt	0.0	7
CS(=O)(=O)N1CCN(c2c(Cl)cccc2[N+](=O)[O-])CC1
 : 3	0	-2	-1	-1	0	nt	-14
O=C(NC(C(=O)O)c1ccccc1)c1ccccc1 (stereo not drawn)
 : -12	0	12	-1	-12	2	0.1	-9
CC(=O)COc1ccc2c3c(c(=O)oc2c1)CCCC3
 : nt	8	nt	4	-8	-5	nt	15
Cn1ccnc1SCC(=O)c1cccc(Br)c1
 : nt	1	nt	16	4	3	nt	-3
Cn1c(SCc2ccc(F)cc2)nnc1-c1cnccn1
 : -37	12	0	-1	3	15	nt	-2
Cn1c2ccccc2c2cc(/C=N/NC(=O)c3ccc(N)cc3)ccc21
 : -23	-4	-6	0	nt	3	0.1	nt
O=C(CSc1ccccn1)N1CCc2ccccc21
 : -15	nt	14	nt	nt	nt	-0.3	1
NC(=S)N/N=C/c1ccc2cccc(OCc3ccccc3)c2n1
 : -20	-2	4	11	-6	-1	nt	nt
C=CCn1c(=O)c2ccccc2n2c(Sc3nnnn3-c3ccccc3)nnc12
 : nt	2	nt	-1	8	11	nt	6
C[C@H]1CN([C@@H](C)CO)C(=O)c2cccc(NC(=O)C3CC3)c2O[C@H]1CN(C)C(=O)NC1CCCCC1
 : 16	-1	-3	0	-6[16.7 µM]	2	-0.2	-2
CC1(C)Oc2cc3oc(=O)ccc3c3c2C2C1CCC(C)(O3)C2O (stereo not drawn)
 : -11	-2	27	-1	-2	-2	nt	-7
OC(c1ccccc1)C(Nc1ccccn1)c1ccccc1 (stereo not drawn)
 : -6	nt	-2	nt	-5	nt	0.9	0
Cn1nnnc1SCC(=O)N1CCN(c2ccc(Cl)cc2)CC1
 : nt	11	nt	0	-2	-5	nt	-3
Cc1nn(C)c(C)c1CN(C)S(=O)(=O)c1ccc(F)cc1
 : nt	8	nt	0	-2	0	nt	20
CN(C)CC(=O)N1[C@H](C#N)[C@H](c2ccc(C#CC3CCCCC3)cc2)[C@@H]1CO
 : 6	7	2	0	nt	1	-0.2	-38
O=C(CCn1nc(-c2ccc(F)cc2)ccc1=O)NCc1ccccc1
 : 1	-3	nt	-5	-2	8	-0.4	0
Cc1cc(SCC(=O)N/N=C/c2ccc(O)c(O)c2)c(C)cc1Br
 : nt	-7	nt	22	-4	5	nt	nt
CCOC(=O)/C(C#N)=C/c1ccc(OCC(=O)Nc2ccc(OC)cc2)c(OC)c1
 : nt	5	nt	0	-13	-5	nt	nt
CCOC(=O)c1ccc2c(c1)nc(C1CCN(S(=O)(=O)c3cccs3)CC1)n2CC
 : nt	-1	nt	-1	2	5	nt	-12
O=C(CN1CCN(c2ccccc2O)CC1)NC(=O)NCc1ccccc1
 : 2	7	-1	2	-13	4	0.2	-6
O=C(c1cccc(S(=O)(=O)N2CCOCC2)c1)N1CCCCCC1
 : nt	-2	nt	1	-8	-2	nt	nt
O=C(C1=C[C@@H](C2CC2)C[C@@H](OCc2ccc(CO)cc2)O1)N1CCN(Cc2ccc3c(c2)OCO3)CC1
 : -7	2	0	0	-2	-5	-0.1	-6
CC[C@@H]1C(c2ccc(F)cc2)=NN(c2ccccc2)[C@H]1C(=O)N1CCOC1=O
 : -225	-4	nt	-2	0	-3	2.0	4
O=C(CSc1ncccn1)Nc1ccc2c(c1)CCC2
 : -18	-1	0	8	-2	0	1.9	16
COc1ccc(S(=O)(=O)n2cccc2)cc1OC
 : 2	3	1	-3	nt	0	-0.8	nt
CC(C)c1nc(SCC(=O)N2CCc3ccccc32)n[nH]1
 : -6	nt	-2	nt	nt	nt	6.8	-12
COc1ccc(S(=O)(=O)Oc2cccc(C(=S)N3CCOCC3)c2)cc1
 : -6	-8	3	2	-4	2	-0.6	nt
CC(C)(C)c1ccc(OCC(=O)NNC(=O)Nc2ccccc2)cc1
 : -8	-1	nt	-3	-4	-4	1.0	?
CN(C)c1ccc(-c2ccnc3c2CC(C)(C(=O)Nc2ccc(Cl)c(C(F)(F)F)c2)O3)cc1 (stereo not drawn)
 : -75	1	-1	5	nt	0	0.0	nt
Cc1nc(C)c(C(=O)Nc2cccc(C)c2C)s1
 : -3	-4	6	-8	nt	-5	nt	nt
O=S(=O)(c1ccccc1)c1nc(-c2ccc(F)cc2)oc1NCC1CCCO1 (stereo not drawn)
 : -6	1	-2	0	-1	-1	3.7	6
Cc1cccc(C2=NN(c3ccc(Br)cc3)[C@@H](C(=O)N3CCOC3=O)[C@@H]2c2ccccc2)c1
 : nt	22	nt	1	-1	-2	nt	-1
Cc1oc2c(c(=O)c1C)C(=O)CC(c1ccccc1)C2 (stereo not drawn)
 : nt	-4	nt	4	-1	-5	nt	4
Cc1c(NC(=O)c2cccc(S(=O)(=O)N3CCOCC3)c2)c(=O)n(-c2ccccc2)n1C
 : -5	-9	-4	-1	-4	3	nt	0
CCOc1ccc(C(C(=O)NCC2CCCO2)N(Cc2cccs2)C(=O)c2snc(C(N)=O)c2N)cc1 (stereo not drawn)
 : 12	1	0	7	-3	-1	0.1	-1
CCOC(=O)[C@@H]1[C@H]2COc3cc(OC)ccc3[C@H]2N2C(=O)N(c3cccc(Cl)c3)C(=O)[C@@]12C
 : nt	2	nt	1	-5	1	nt	3
CO[C@H](CN(C)Cc1ccc(-c2ccccn2)cc1)[C@H](C)CN(C(=O)Nc1ccc(F)cc1)[C@@H](C)CO
 : -35	5	-3	46	nt	-2	0.2	8
CNC[C@H]1Oc2ccc(NC(=O)NC(C)C)cc2C(=O)N([C@@H](C)CO)C[C@@H]1C
 : -6	-1	1	2	-4[16.7 µM]	-4	-4.4	1
CC(=O)NCN1CCN(CNC(C)=O)CC1
 : nt	-3	nt	-1	-9	-3	nt	2
CCOC(=O)c1c(C)[nH]c(C(=O)CN2C(=O)NC(CC)(c3ccccc3)C2=O)c1C (stereo not drawn)
 : nt	-14	nt	-3	-4	0	nt	-8
O=C(NCCc1ccccc1)C1CCC(=O)N1C1CCCC1 (stereo not drawn)
 : 5	-2	1	-1	nt	5	nt	0
CC(C)[C@H](NS(=O)(=O)c1ccccc1)C(=O)OCC(=O)NC1CCCCC1
 : -18	-2	-1	1	2	-1	5.4	-5
CC(Sc1nnc(-c2cccnc2)n1N)C(=O)Nc1ccc2c(c1)OCCO2 (stereo not drawn)
 : -9	10	1	0	-6	6	0.7	13
Cc1cc(C)c(S(=O)(=O)N2CCOC2CNC(=O)C(=O)NCc2ccco2)c(C)c1 (stereo not drawn)
 : -13	16	0	0	0	5	nt	-3
N#CC1(c2ccccc2)CCC(=NO)CC1 (stereo not drawn)
 : nt	8	nt	0	-5	-9	nt	-12
COc1ccc(NC(=O)N(C)C[C@H]2Oc3ccc(NS(=O)(=O)c4cccs4)cc3CC(=O)N([C@H](C)CO)C[C@@H]2C)cc1
 : nt	-5	nt	0	20[16.7 µM]	3	0.1	-7
O=C(CN1CCN(CC(=O)Nc2ccccc2Cl)CC1)NCC1(N2CCCCC2)CCCCC1
 : -24	8	-1	-1	-5	3	4.7	3
COc1ccc(OC)c(N2C(=O)[C@@H]3C(c4ccccc4Cl)=NO[C@@H]3C2=O)c1
 : nt	12	nt	6	2	-1	nt	5
COc1cccc(C2=NOC(C(=O)N3CCOCC3)C2)c1 (stereo not drawn)
 : nt	5	nt	-1	-1	-4	nt	-6
CCN(C(=O)COC(=O)c1cccc2ccccc12)c1c(N)n(Cc2ccccc2)c(=O)[nH]c1=O
 : -8	6	1	0	nt	2	-1.0	nt
CS(=O)(=O)Nc1ccc2c(c1)[C@H]1C[C@@H](CC(=O)N3CCc4ccccc4C3)O[C@H](CO)[C@H]1O2
 : 1	-3	-1	3	5[16.7 µM]	2	0.3	4

# Later entries.
# Each structure is followed by: RAD52 anneal inh	RAD54 branch	ERAP1 inh	Cneo AK release	miR122 inh	PglD inh	E-selectin induc	PGC1a acetyl inh
COC(=O)C(Cc1ccc(O)cc1)N1Cc2ccccc2C1=O (stereo not drawn)
 : -7	4	-1	3	-10	5	nt	-2
O=C(C[C@@H]1C=C[C@H](NC(=O)C2CCOCC2)[C@H](CO)O1)Nc1ccc(-c2ccccc2)cc1
 : -1	4	-3	-9	3[16.7 µM]	-1	0.4	-11
CCCC(=O)Nc1ccc2c(c1)OC[C@H](C)N(Cc1ccc(F)cc1)C[C@H](C)[C@H](OC)CN(C)C2=O
 : -5	nt	-6	nt	nt	nt	0.0	-1
C[C@@H]1CN([C@H](C)CO)C(=O)c2cc(C#Cc3ccccc3F)cnc2O[C@H]1CN(C)C(=O)c1ccc2c(c1)OCO2
 : 0	-2	-3	-4	-15[16.7 µM]	3	0.2	1
CCOC(=O)c1[nH]cnc1C(=O)NC1CCN(C(=O)OC(C)(C)C)CC1
 : -1	3	-3	-4	-7	-2	0.0	nt
Cc1cc(C)cc(OCC(=O)N(Cc2cccs2)C2CCS(=O)(=O)C2)c1 (stereo not drawn)
 : nt	15	nt	0	1	-4	nt	nt
CC=Cc1ccc2n(c1=O)C[C@H]1[C@H](CO)[C@@H](C(=O)NCC)[C@@H]2N1C(=O)c1ccc(F)cc1 (mixture of isomers)
 : -5	-13	-1	-3	0[16.7 µM]	3	0.5	nt
CN(C(=O)COc1ccc(-c2nnco2)cc1)C1CCS(=O)(=O)C1 (stereo not drawn)
 : -7	-8	2	6	nt	-6	-1.4	nt
